Assay outcomes deposited in PubChem by several laboratories.
PhoP inhibition = PhoP-dependent GFP reporter repression – Salmonella Typhimurium, primary screen (AID 1863); S. Typhimurium PhoP-regulated promoter GFP reporter, 4 h; higher % means a stronger effect; inhibition, % at 50 µM; hits with a dose series show IC50 in µM; actives 0.16% (n = 300,000);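 active = inhibition over 29.93%, a cutoff 3 SD above the screen mean, later confirmed by dose response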;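 note: 0% = low Mg2+ inducing control and 100% = high Mg2+ repressing control; strong numbers were not always called active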
K1F lysis inhibition = protection from phage-mediated lysis, alamar blue read-out – E. coli UTI89, K1F phage, bacterial capsule biogenesis inhibitors (AID 488966); actives 0.02% (n = 340,000); E. coli UTI89 K1F phage lysis, alamar blue, 2 h; higher % means a stronger effect; inhibition, % at 100 µM; hits with a dose series show IC50 in µM;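 active = phage lysis inhibition, versus mean bacterial control, above a set limit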;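 note: capsule biogenesis inhibitors block K1F phage lysis so surviving cells raise fluorescence; higher fluorescence means more inhibition of phage lysis; actives were called in the ten point dose series up to 300 µM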
RSV antiviral HEp-2 = RSV antiviral activity via CPE protection, HEp-2 cells, primary 10 µM value included (AID 2391). HEp-2 cells, RSV-induced CPE inhibition; higher % means a stronger effect. CPE inhibition, % at 10 µM, or IC50 in µM where a hit was titrated. actives 0.13% (n = 310,000); in the data active = a potency from the dose series; note: strong numbers were not always called active
Dengue-2 NS5 capping = Dengue-2 NS5 methyltransferase inhibitors, primary screen, biochemical, confirmation dose response (AID 588689); actives 0.3% (n = 340,000); Dengue-2 NS5 methyltransferase capping enzyme assay, biochemical; higher % means a stronger effect; inhibition, % at 25 µM, or IC50 in µM where a hit was titrated; in the data active = a potency from the dose series
Rac1 GTP hydrolysis = MgcRacGAP GTPase-activating activity inhibitors, confirmation, biochemical, ADP Hunter fluorescence; MgcRacGAP-stimulated Rac1 GTP hydrolysis, ADP Hunter fluorescence; higher % means a stronger effect; GST-tagged Rac1 F28L mutant substrate; AID 624330; actives 0.6% (n = 340,000); inhibition, % at 30 µM; hits with a dose series show IC50 in µM;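 active = first-screen hits whose inhibition reached a set limit at any dose in the follow-up dose series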;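 note: fluorescence reports GDP produced by GAP-driven GTP hydrolysis; strong numbers were not always called active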
T cell HTS = T cell immune modulators affecting CD8 T cell-vesicle binding; calls only at 7 µM; AID 2052; actives 0.068% (n = 330,000); 2C CD8+ T cell-vesicle binding, flow cytometry; stronger effect = lower value;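 active = response, share of CD8 T cells binding vesicles, and their 90th percentile fluorescence all below set limits, cut at about 80% in these data, passing the limit was not always enough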
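incubation = binding step 1.5 h, 37 °C, antibody labelling 20 min, ice | test system = 2C mouse CD8+ T cells | read-out basis = percent CD8+ FL2 mean versus row control | controls = Peptide-free naked vesicles (low) and QL9 vesicles with 0.7% DMSO vehicle (high) | detection = flow cytometry of vesicle-bound cells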
Large T inhibition = TAg ATPase/helicase activity blockers – biochemical (AID 1903); actives 0.39% (n = 310,000); one-dose inhibition, % at 20 µM; IC50 in µM for titrated hits; SV40 large T antigen ATPase/helicase inhibition assay; higher % means a stronger effect; in the data active = a potency from the dose series; note: strong numbers were not always called active
West Nile antiviral = inhibition of WNV-induced cytopathic effect – cell-based, CPE readout (AID 1621). one-dose CPE inhibition, % at 10 µM; IC50 in µM for titrated hits. actives 0.02% (n = 290,000). West Nile virus-infected cells, CPE inhibition; higher % means a stronger effect; in the data active = a potency from the dose series; note: strong numbers were not always called active
NTR1 agonist = NTR1-driven beta-arrestin-GFP spot formation – imaging, U2OS cells, high content, primary screen (AID 493036); P30989; agonist mode; activation, % at 20 µM; actives 0.17% (n = 330,000);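 active = activation at or above 40% of the spot to cytoplasm intensity ratio, with at least 20 cells analyzed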;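 note: 0% = DMSO without peptide and 100% = 100 nM NTR1 peptide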
Target sequence (P30989 whole entry, looked up): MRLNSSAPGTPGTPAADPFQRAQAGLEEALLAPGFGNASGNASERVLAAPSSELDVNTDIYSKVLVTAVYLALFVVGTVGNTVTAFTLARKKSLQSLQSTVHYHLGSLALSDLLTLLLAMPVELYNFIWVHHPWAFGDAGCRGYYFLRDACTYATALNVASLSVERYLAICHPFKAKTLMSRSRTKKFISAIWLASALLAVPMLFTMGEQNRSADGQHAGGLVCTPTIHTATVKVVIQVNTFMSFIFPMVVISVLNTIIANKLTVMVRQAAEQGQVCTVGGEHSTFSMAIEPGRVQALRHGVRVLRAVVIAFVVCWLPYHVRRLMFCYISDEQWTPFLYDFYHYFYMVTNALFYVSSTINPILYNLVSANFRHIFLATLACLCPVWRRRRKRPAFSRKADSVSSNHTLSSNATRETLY
T cell HTS vesicle-bound % = second read-out of T cell HTS, no call of its own (marks repeat the call); double positive events, %; measured here: CD8+ vesicle-bound cell fraction;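 binding gate set so that unloaded-vesicle control wells show 10% double positive cells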
NTR1 agonist cell count 20 µM = further read-out of NTR1 agonist, marked with its call; cell count; measured here: cell count, cytotoxicity flag
Dengue-2 NS5 capping pilot replicate = further read-out of Dengue-2 NS5 capping, marked with its call; inhibition, %; measured here: pilot screen replicate inhibition
An asterisk follows results filed as active; i = inactive; x = no result given; [ ] = remark or other dose.

SMILES	PhoP inhibition	K1F lysis inhibition	RSV antiviral HEp-2	Dengue-2 NS5 capping	Rac1 GTP hydrolysis	T cell HTS	T cell HTS vesicle-bound %	Large T inhibition	West Nile antiviral	NTR1 agonist	NTR1 agonist cell count 20 µM	others
CCN(CC)S(=O)(=O)c1ccc(NC(=O)COC(=O)CCc2cc(OC)c(OC)c(OC)c2)cc1	19.4%	0.8%	2.0%	0.7%	1.8%	i	28.5	0.4%	0.2%	0.1	43
COC(=O)c1cnn(-c2cc(Oc3cccc(C)c3)ncn2)c1N	-4.5%	0.8%	1.9%	-7.2%	14.2%	i	46.5	1.7%	-0.2%	0.5	37
O=C(COC(=O)CCc1c[nH]c2ccccc12)Nc1ccc([N+](=O)[O-])cc1	-19.6%	0.8%[50 µM]	1.2%	-8.3%	2.2%	i	47.7	4.7%	-0.5%	1.7	59
Cc1ccc2nc(SCC(=O)OCc3ccccc3)nc(=O)n2c1	-1.4%	1.1%[50 µM]	-0.6%	1.5%	2.5%	i	15.5	10.5%	x	0.8	55
CCN1CCN(c2cc(C)c3cc(NC(=O)c4cccnc4Cl)ccc3n2)CC1	-4.0%	0.3%	0.7%	-9.8%	8.8%	i	55.8	19.4%	0.3%	-2.5	88
CC/C=C/C(=O)N1CC2(CC(c3cccc(NC(=O)COc4ccc(Cl)cc4)c3)=NO2)C[C@H]1C(N)=O (stereo not given in full)	-7.0%	0.7%	2.6%	-1.6%	8.9%	i	25.5	10.5%	0.1%	0.9	58
COc1cc(/C=C2\C(=N)N3N=C(S(C)(=O)=O)SC3=NC2=O)cc(OC)c1OCCOc1cccc(C)c1	6.0%	-0.2%	4.3%	2.0%	13.8%	i	41.6	21.4%	0.0%	-0.5	76
O=C(COc1ccccc1[N+](=O)[O-])N(Cc1ccccc1)c1ccccn1	1.7%	-0.2%	0.8%	0.9%	5.2%	i	43.1	29.1%	-1.1%	0.5	90
Cc1csc(NC(=O)c2c(-c3c(Cl)cccc3Cl)noc2C)n1	-7.7%	0.4%	3.2%	1.1%	11.1%	i	0.6	6.4%	0.2%	-0.9	42
O=C(CN1C(=O)NC2(CCCC2)C1=O)Nc1cc(C(F)(F)F)ccc1N1CCCCC1	4.0%	-1.6%[50 µM]	1.7%	-2.2%	-4.4%	i	32.1	10.7%	x	1.7	64

Reprinted from the part before: 5 entries, followed by the next part.
SMILES	PhoP inhibition	K1F lysis inhibition	RSV antiviral HEp-2	Dengue-2 NS5 capping	Rac1 GTP hydrolysis	T cell HTS	T cell HTS vesicle-bound %	Large T inhibition	West Nile antiviral	NTR1 agonist	NTR1 agonist cell count 20 µM	others
CC/C=C/C(=O)N1CC2(CC(c3cccc(NC(=O)COc4ccc(Cl)cc4)c3)=NO2)C[C@H]1C(N)=O (stereo not given in full)	-7.0%	0.7%	2.6%	-1.6%	8.9%	i	25.5	10.5%	0.1%	0.9	58
COc1cc(/C=C2\C(=N)N3N=C(S(C)(=O)=O)SC3=NC2=O)cc(OC)c1OCCOc1cccc(C)c1	6.0%	-0.2%	4.3%	2.0%	13.8%	i	41.6	21.4%	0.0%	-0.5	76
O=C(COc1ccccc1[N+](=O)[O-])N(Cc1ccccc1)c1ccccn1	1.7%	-0.2%	0.8%	0.9%	5.2%	i	43.1	29.1%	-1.1%	0.5	90
Cc1csc(NC(=O)c2c(-c3c(Cl)cccc3Cl)noc2C)n1	-7.7%	0.4%	3.2%	1.1%	11.1%	i	0.6	6.4%	0.2%	-0.9	42
O=C(CN1C(=O)NC2(CCCC2)C1=O)Nc1cc(C(F)(F)F)ccc1N1CCCCC1	4.0%	-1.6%[50 µM]	1.7%	-2.2%	-4.4%	i	32.1	10.7%	x	1.7	64
Cc1ccc(N(CC(O)CN2CCCCC2)S(=O)(=O)c2ccccc2)cc1 (stereo not given)	-0.5%	-0.1%	0.3%	3.1%	8.3%	i	6.3	5.8%	-0.6%	-0.4	57
CCC(CO)Oc1cc(NCc2ccc(C)c(C)c2)c2ncn(C(C)C)c2c1 (stereo not given)	x	-1.6%	x	4.0%	1.3%	i	9.6	x	x	6.1	67
CCCn1c2c(c(O)c(C(=O)Nc3nc4ccccc4s3)c1=O)CCCC2	4.6%	-0.3%	4.4%	-1.6%	-2.4%	i	18.8	-3.1%	0.4%	2.9	37
COCCCn1cnnc1SCC(=O)Nc1ccc(S(=O)(=O)N2CCCC2)cc1	-8.3%	-0.1%	2.0%	-2.7%	2.8%	i	56.1	12.3%	0.3%	-0.6	40
COc1ccc(N2C(=O)CC(N(Cc3ccc(S(N)(=O)=O)cc3)C(C)=O)C2=O)cc1 (stereo not given)	11.4%	-0.2%	-0.1%	-4.7%	10.2%	i	52.7	3.7%	0.2%	0.6	74
O=C(Nc1ccc(S(=O)(=O)Nc2ccccn2)cc1)c1cccc([N+](=O)[O-])c1	-1.5%	4.7%[50 µM]	0.5%	0.0%	8.5%	i	9.1	12.3%	-0.8%	0.2	48
CC(=O)Nc1ccc(S(=O)(=O)c2ccc([N+](=O)[O-])cc2)cc1	10.3%	0.1%	0.5%	-2.6%	4.1%	i	38.1	16.0%	-0.3%	0.1	82
O=C(COc1ccc(F)c(Cl)c1)N1CCN(c2ccccn2)CC1	-0.1%	0.0%	1.3%	-0.3%	9.6%	i	61.2	5.0%	-0.2%	1.9	61
COc1ccc2ccccc2c1CNCc1ccccn1	11.0%	-0.6%	0.6%	1.1%	4.9%	i	56.3	9.8%	-1.0%	0.5	68
Cc1ccc(Nc2nc(-c3sc(NC(=O)c4ccco4)nc3C)cs2)cc1	-2.7%	i	17.0%	-11.0%	6.9%	i	10.3	18.9%	0.3%	6.2	55
CC(NC(=O)CCSc1nc(-c2ccc3c(c2)OCO3)cc(C(F)(F)F)n1)c1ccccc1 (stereo not given)	15.5%	0.2%	9.1%	1.6%	10.7%	i	17.9	-2.3%	-0.4%	-1.6	88
COc1ccc(NC(=O)N2CCCc3cc(C)ccc32)c(OC)c1	-1.1%	0.6%[50 µM]	10.0%	-5.2%	4.9%	i	4.3	64.4%	-1.0%	-0.4	53
CCc1cc(=O)oc2c(C)c(OC(C)C(=O)N3CC[C@@]4(O)CCCC[C@H]4C3)ccc12 (stereo not given in full)	x	5.2%	-0.5%	-2.9%	-0.9%	i	15.5	x	-1.2%	-1.2	87
O=C(Nc1nc2c(s1)CCCC2)c1ccc(S(=O)(=O)N2CCCc3ccccc32)cc1	-18.9%	0.2%	1.6%	2.6%	5.2%	i	3.7	10.4%	-1.6%	8.8	57
O=C(NCN1CCN(c2ccccc2F)CC1)c1ccccc1	-1.1%	1.4%	-0.6%	-2.0%	3.7%	i	30.0	-1.5%	0.4%	-0.3	83	Dengue-2 NS5 capping pilot replicate=0.2
COc1ccc(NC(=O)c2ccc(-c3ccc([N+](=O)[O-])cc3)o2)cc1	-5.8%	0.1%	2.4%	-3.1%	5.1%	i	54.3	11.2%	0.8%	2.8	41
O=C(NN=C1CCCCC1)Nc1ccccc1Cl	0.9%	1.1%	0.1%	2.0%	2.5%	i	36.2	3.1%	x	-0.5	62
O=C(CC1SC(N2CCCC2)=NC1=O)Nc1ccc(C(=O)Nc2ncccc2O)cc1 (stereo not given)	-1.9%	1.1%	-1.2%	4.4%	1.4%	i	57.8	22.3%	x	-0.6	67
Nc1sc(-c2ccccc2)cc1C(=O)N/N=C/c1ccc(Cl)cc1	-4.8%	x	35.7µM*	x	x	i	13.9	10.5%	1.2%	4.6	45
Cc1c(C)c2ccc(OC(C)C(=O)NCCN3CCOCC3)c(C)c2oc1=O (stereo not given)	-2.1%	0.0%	0.4%	1.8%	8.2%	i	45.9	12.2%	-0.8%	0.1	57
O=C(N/N=C/c1ccc[nH]1)c1cc2ccccc2cc1O	12.6%	0.8%	3.1%	-2.4%	17.5%	i	25.8	12.8%	0.3%	-0.7	29
O=C(NCc1ccco1)c1ccccc1NS(=O)(=O)c1ccc(Cl)s1	-9.0%	0.4%	1.8%	2.9%	5.8%	i	16.1	10.5%	0.1%	2.8	55
COc1ccc(COC(=O)NC(C(=O)O)c2ccccc2)cc1 (stereo not given)	3.5%	0.1%	-0.1%	0.8%	7.4%	i	13.4	1.5%	x	2.9	96
COc1ccc(-n2c(N)c(C(=O)NCc3ccco3)c3nc4ccccc4nc32)cc1	2.4%	0.0%	4.0%	16.2%	5.8%	i	45.8	10.2%	-0.8%	2.1	50
O=C(CCN1CCN(C(=O)c2ccco2)CC1)Nc1ccc(F)cc1	4.2%	0.1%	2.1%	x	11.4%	i	25.1	0.3%	0.1%	0.4	65
O=C1C(=O)N(Cc2cccnc2)C(c2ccccn2)/C1=C(/O)c1ccc(F)cc1 (stereo not given)	5.0%	-3.3%	1.0%	-0.8%	8.3%	i	11.4	x	-0.1%	-0.7	77
O=C(CCc1nc(-c2ccccc2F)no1)NCc1ccco1	-3.1%	0.0%	0.8%	1.4%	0.3%	i	6.1	6.2%	-0.7%	-1.0	54
CNC(=O)CSc1nnc(-c2ccco2)n1-c1ccc(C)cc1	2.7%	0.3%	1.4%	-3.3%	7.9%	i	10.0	9.2%	0.4%	-0.9	80
CC(C)CN1CCNC(=O)C1CC(=O)N(C)CC1CCOCC1 (stereo not given)	-2.4%	0.9%	0.2%	2.6%	11.7%	i	52.9	11.9%	0.2%	0.4	78
CSc1ccccc1C(=O)Nc1ccccc1C(=O)N1CCCC1	-1.1%	0.3%	-1.0%	0.0%	-3.7%	i	21.1	3.9%	0.2%	1.1	69
O=S(=O)(NCc1ccccc1)c1cccc(S(=O)(=O)N2CCOCC2)c1	28.9%	-0.4%	-0.2%	-0.7%	-10.5%	i	14.6	-0.1%	-0.2%	-0.4	77	Dengue-2 NS5 capping pilot replicate=5.1
CCSc1ncc(Cl)c(C(=O)Nc2ccccc2OC)n1	12.2%	0.3%	0.7%	0.0%	11.2%	i	53.0	-7.1%	-0.1%	1.5	60
Cc1ccc(N2CCN(/N=C/c3ccncc3)CC2)cc1	-3.2%	0.7%	13.2%	3.0%	0.2%	i	25.0	8.8%	-1.7%	-1.3	51
COc1ccc(Cc2noc(CN3CCN(Cc4csc(C)n4)CC3)n2)cc1OC	2.1%	0.3%	1.5%	-2.3%	3.2%	i	6.0	4.8%	1.1%	0.2	43
CCS(=O)(=O)Nc1ccc(C2=NN(C(=O)c3ccco3)C(c3ccco3)C2)cc1 (stereo not given)	-4.3%	-0.5%[50 µM]	0.6%	-2.2%	10.4%	i	19.0	14.7%	x	2.3	51
NC(=O)N/N=C/CCc1ccccc1	-7.9%	0.4%	x	13.3%	10.9%	i	48.2	5.0%	0.1%	-0.1	50
CN(NC(=O)c1ccccc1)C1=NS(=O)(=O)c2ccccc21	1.1%	2.3%	1.1%	-4.9%	3.6%	i	43.4	6.3%	0.0%	-1.1	81
